CIT2 TOR yeast: modulators of TOR pathway CIT2-GFP in S. cerevisiae; S. cerevisiae CIT2-GFP strain, flow cytometry, 3 h; 100 means same as DMSO wells; GFP response vs DMSO, % at 10 µM; actives 0.065% (n = 320,000); AID 2029;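 active = GFP response relative to DMSO above a set limit, near the screen mean plus 3 SD, cut at about 150% in these data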;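 also: ratio of well median GFP fluorescence to mean of DMSO wells on the plate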
MEP2 TOR yeast: yeast TOR pathway MEP2-GFP modulation; S. cerevisiae MEP2-GFP strain, flow cytometry GFP, 3 h; 100% = DMSO control level; GFP response vs DMSO, % at 10 µM; actives 0.51% (n = 330,000);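 active = GFP response versus DMSO above a set limit, roughly screen mean plus 3 SD, cut at about 180% in these data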;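 also: median GFP fluorescence of the barcode-gated MEP2-GFP cells per well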
GRK2 aptamer HTS: blocks RNA aptamer binding to human GRK2 | actives 0.59% (n = 330,000) | P25098 | bead flow cytometry, FAM-aptamer displacement from GRK2 | inhibition of aptamer binding, % at 10 µM;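 active = inhibition of aptamer binding above 40%, roughly 3 SD of noise, on plates passing a quality check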;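 also: median bead fluorescence of bound FAM aptamer so fluorescent compounds give negative values; no value below 0 was filed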
Target sequence (P25098 whole entry, looked up): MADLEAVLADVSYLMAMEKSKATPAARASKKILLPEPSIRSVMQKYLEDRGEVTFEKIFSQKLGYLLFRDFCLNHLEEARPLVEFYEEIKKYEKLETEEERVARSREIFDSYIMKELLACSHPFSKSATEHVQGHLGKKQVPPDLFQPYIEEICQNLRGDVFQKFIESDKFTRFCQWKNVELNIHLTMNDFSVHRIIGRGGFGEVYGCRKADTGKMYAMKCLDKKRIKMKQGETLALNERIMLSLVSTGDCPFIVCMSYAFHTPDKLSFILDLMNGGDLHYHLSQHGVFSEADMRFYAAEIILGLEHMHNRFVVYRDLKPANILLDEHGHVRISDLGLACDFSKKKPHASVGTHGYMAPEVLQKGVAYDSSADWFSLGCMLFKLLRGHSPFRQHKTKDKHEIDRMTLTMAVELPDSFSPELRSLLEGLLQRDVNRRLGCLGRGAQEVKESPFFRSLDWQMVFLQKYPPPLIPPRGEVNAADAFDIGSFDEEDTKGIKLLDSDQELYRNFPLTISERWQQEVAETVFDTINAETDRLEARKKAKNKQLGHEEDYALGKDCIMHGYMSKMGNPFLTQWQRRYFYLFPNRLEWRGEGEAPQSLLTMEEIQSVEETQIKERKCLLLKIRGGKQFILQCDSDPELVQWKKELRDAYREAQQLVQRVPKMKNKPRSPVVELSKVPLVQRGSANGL
Yeast superoxide: caloric restriction mimetics inhibiting age-related superoxide in yeast. S. cerevisiae aged cells, superoxide DHE fluorescence; stronger effect = lower value. superoxide response (% of plate mean), % at 10 µM. actives 0.18% (n = 330,000);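 active = superoxide response under a set limit, about three screen SD below normal, cut at about 65% in these data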;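 also: yeast aged for seven days with compound at 30 °C before DHE staining; 100% = average MFI of all compound-treated wells on the plate with controls excluded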
LAP4-GFP MLPCN: alters LAP4-GFP fluorescence in TOR pathway yeast screen. S. cerevisiae LAP4-GFP multiplex, flow cytometry GFP, 3 h; median GFP as percent of DMSO wells. GFP response vs DMSO, % at 10 µM. actives 0.34% (n = 320,000). AID 2023;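 active = GFP response vs DMSO above a set limit, about the screen mean plus 3 SD, cut at about 150% in these data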
AGP1 TOR yeast: alters AGP1-GFP fluorescence in TOR pathway yeast screen. actives 0.02% (n = 320,000). GFP response vs DMSO, % at 10 µM. S. cerevisiae AGP1-GFP multiplex flow cytometry, 3 h; GFP as percent of DMSO wells;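 active = GFP response relative to DMSO above a set limit, near screen average plus 3 SD, cut at about 150% in these data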;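 also: median GFP channel fluorescence of the gated AGP1 strain per well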
RPL19A-GFP yeast: yeast TOR pathway RPL19A-GFP modulation | actives 0.3% (n = 330,000) | percent response vs DMSO, % at 10 µM | S. cerevisiae RPL19A-GFP strain, flow cytometry, 3 h; stronger effect = lower value;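 active = percent response vs DMSO below 50%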;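 also: median channel GFP fluorescence of the barcoded RPL19A-GFP strain; ratio of sample median GFP to plate DMSO average so 100% = DMSO; lower means less RPL19A-GFP as with rapamycin TOR inhibition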
VLA-4 inh: inhibition in a human VLA-4 binding assay | VLA-4 expressing cells, ligand binding flow cytometry | inhibition, % (about 7 µM as worked out from the volumes in the protocol) | actives 0.2% (n = 330,000) | AID 2557; in the data active = inhibition above about 50%
Numbers without * were called inactive; . = not tested or not shown; [ ] = dose if it differs, or a comment. Compounds as they come (roughly 1.7% active in at least one column).

| mol | CIT2 TOR yeast | MEP2 TOR yeast | GRK2 aptamer HTS | Yeast superoxide | LAP4-GFP MLPCN | AGP1 TOR yeast | RPL19A-GFP yeast | VLA-4 inh |
| --- | --- | --- | --- | --- | --- | --- | --- | --- |
| Cc1ccc(C(OCCN(C)C)c2cccc(C(F)(F)F)c2)cc1 (stereo unspecified) | 95 | 100 | 5 | 101 | 119 | 105 | 101 | -4 |
| COC(=O)c1ccc(C23CC4(C2)[C@H](CN(Cc2cccnc2)[C@@H]4c2ccccc2)C3c2ccc(Cl)nc2)cc1 (stereo partly specified) | 68 | 97 | 0 | 97 | 123 | 75 | 94 | 3 |
| NC(=O)NOCc1c(Cl)cccc1Cl | 106 | 99 | 0 | 94 | 98 | . | 97 | 10 |
| Nc1nc(N2CCN(c3ccc(Cl)cc3)CC2)n[nH]1 | 98 | 97 | 2 | 84 | 97 | 95 | 94 | 4 |
| O=C(N/N=C\c1cccnc1)c1cc(-c2ccccc2)nc2c(Cl)cccc12 | 102 | 103 | 12 | 118 | 101 | 111 | 105 | -28 |
| CS(=O)(=O)N1CCCC(C(=O)c2cccc(Cl)c2)C1 (stereo unspecified) | 96 | 100 | 0 | 94 | 116 | 96 | 95 | -14 |
| Nc1nnc(SCC(=O)OCC(=O)Nc2ccc(Br)cc2)s1 | 100 | 101 | 0 | 115 | 91 | 98 | 100 | 3 |
| O=C(O/N=C1/CCSc2ccccc21)c1ccccc1 | 105 | 97 | 1 | 104 | 89 | 88 | 97 | -3 |
| O=C(N/N=C/C(Br)=C/c1ccccc1)c1n[nH]c2c1CCC2 | 98 | 100 | 0 | 111 | 103 | 105 | 97 | 1 |
| CCOC(=O)c1csc(NC(=O)CSc2nnnn2-c2ccc(OC)c(OC)c2)n1 | 98 | 101 | 0 | 127 | 99 | 105 | 107 | 7 |
| CCCCCC(=O)NNC(=O)Cc1ccc([N+](=O)[O-])cc1 | 92 | 94 | 0 | 110 | 91 | 92 | 87 | 1 |
| CC(C)(C)C(=O)O/N=C(\N)c1ccc(-c2csnn2)cc1 | 81 | 96 | 4 | 102 | 95 | 92 | 88 | 11 |
| Cc1nc2nc(C)c(NS(=O)(=O)c3ccc(Cl)s3)c(=O)n2[nH]1 | 98 | 104 | 2 | 96 | 78 | 91 | 100 | 7 |
| CC(O)c1cccc(NC2=CC(=O)CC(C)(C)C2)c1 (stereo unspecified) | 100 | 106 | 0 | 77 | 101 | 106 | 98 | 13 |
| Cc1oc(-c2cccs2)nc1CN1CCN(Cc2ccc(F)c(F)c2)C(CCO)C1 (stereo unspecified) | 93 | 96 | 2 | 102 | 96 | 97 | 96 | 3 |
| O=C(NCCCn1ccnc1)C(=O)c1c[nH]c2ccccc12 | 101 | 122 | 0 | 98 | 113 | 107 | 99 | -3 |
| O=C(c1ccc(Br)o1)N1CCN(C/C=C/c2ccccc2)CC1 | 104 | 101 | 0 | 89 | 93 | 99 | 100 | -16 |
| Cc1cc(OC(C)C(=O)NCCCn2ccnc2)c2c(C)c(C)c(=O)oc2c1 (stereo unspecified) | 95 | 90 | 2 | 101 | 89 | 97 | 94 | 0 |
| CC1Sc2ccc(C(=O)NCc3ccccn3)cc2NC1=O (stereo unspecified) | 110 | 111 | 0 | 91 | 111 | 110 | 102 | 0 |
| O=C(CNC(=O)c1ccccc1F)NCc1ccncc1 | 110 | 104 | 0 | 95 | 114 | 113 | 105 | 2 |
| O=C(NCc1n[nH]c(=S)n1-c1ccc(Cl)c(Cl)c1)c1ccco1 | 104 | 95 | 0 | 93 | 93 | 100 | 103 | -3 |
| CCN(CC)c1ccc(/C=N/N2CCN(Cc3ccccc3)CC2)cc1 | 81 | 78 | 0 | 126 | 73 | 77 | 80 | 10 |
| CCNc1nc(NCC)nc(NS(=O)(=O)c2ccc(N)cc2)n1 | 104 | 105 | 0 | 92 | 101 | 102 | 102 | 6 |
| Cc1ccc(S(=O)(=O)c2c(C)nn(C(C)(C)C)c2OC(=O)C(C)C)cc1 | 96 | 88 | 1 | 106 | 104 | 104 | 93 | 8 |
| Cc1ccccc1NC(=O)/C(C#N)=C/c1ccc[nH]1 | 94 | 110 | 0 | 101 | 88 | 81 | 108 | 0 |
| COC(=O)N/N=C/c1cccc(OCCSc2ccc(Cl)cc2)c1 | 93 | 100 | 0 | 108 | 94 | 93 | 100 | -2 |
| CCOC(=O)c1cnc(SC)nc1Sc1ccccc1 | 91 | 100 | 1 | 125 | 96 | 95 | 94 | -8 |
| CCOC(=O)c1oc2nc3c(cc2c1N)COC(C)(C)C3 | 85 | 104 | 1 | 90 | 96 | 93 | 95 | 21 |
| CC(C)c1ccc(C2CC(=O)c3cnc(N4CCc5ccccc5C4)nc3C2)cc1 (stereo unspecified) | 107 | 128 | 0 | 95 | 111 | 109 | 99 | -30 |
| CC(=O)N1CCC2(CC1)CC(=O)c1cc(OCC(=O)NCc3ccc(C)cc3)ccc1O2 | 100 | 95 | 1 | 113 | 97 | 102 | 101 | 1 |

Six entries drawn at random from the list so far, as already listed:
| mol | CIT2 TOR yeast | MEP2 TOR yeast | GRK2 aptamer HTS | Yeast superoxide | LAP4-GFP MLPCN | AGP1 TOR yeast | RPL19A-GFP yeast | VLA-4 inh |
| --- | --- | --- | --- | --- | --- | --- | --- | --- |
| Cc1ccc(C(OCCN(C)C)c2cccc(C(F)(F)F)c2)cc1 (stereo unspecified) | 95 | 100 | 5 | 101 | 119 | 105 | 101 | -4 |
| O=C(N/N=C/C(Br)=C/c1ccccc1)c1n[nH]c2c1CCC2 | 98 | 100 | 0 | 111 | 103 | 105 | 97 | 1 |
| O=C(NCc1n[nH]c(=S)n1-c1ccc(Cl)c(Cl)c1)c1ccco1 | 104 | 95 | 0 | 93 | 93 | 100 | 103 | -3 |
| CC(O)c1cccc(NC2=CC(=O)CC(C)(C)C2)c1 (stereo unspecified) | 100 | 106 | 0 | 77 | 101 | 106 | 98 | 13 |
| CS(=O)(=O)N1CCCC(C(=O)c2cccc(Cl)c2)C1 (stereo unspecified) | 96 | 100 | 0 | 94 | 116 | 96 | 95 | -14 |
| Nc1nc(N2CCN(c3ccc(Cl)cc3)CC2)n[nH]1 | 98 | 97 | 2 | 84 | 97 | 95 | 94 | 4 |

Following part.
| mol | CIT2 TOR yeast | MEP2 TOR yeast | GRK2 aptamer HTS | Yeast superoxide | LAP4-GFP MLPCN | AGP1 TOR yeast | RPL19A-GFP yeast | VLA-4 inh |
| --- | --- | --- | --- | --- | --- | --- | --- | --- |
| Cc1ccc(NC(=O)C2CCN(C(=O)c3ccccc3C)CC2)nc1 | 102 | 94 | 1 | 95 | 110 | 107 | 99 | 2 |
| COc1ccc(C(=O)C[n+]2cccc3cc(OC)ccc32)cc1 | 99 | 112 | 0 | 95 | 96 | 97 | 102 | 10 |
| Cc1cccc(C)c1NC(=O)COC(=O)c1ccccc1[N+](=O)[O-] | 98 | 106 | 0 | 104 | 101 | 101 | 103 | 6 |
| COc1cc(S(=O)(=O)NC2CC(C)(C)NC(C)(C)C2)c(OC)cc1Cl | 110 | 116 | 0 | 100 | 105 | 111 | 108 | 29 |
| Cc1cc([N+](=O)[O-])nn1CC(=O)NC1CCCCC1 | 106 | 106 | 1 | 104 | 97 | 109 | 107 | 5 |
| CCCc1cc(=O)[nH]c(Nc2ccc(O)cc2)n1 | 109 | 112 | 4 | 87 | 114 | . | 108 | 6 |
| c1ccc(/N=C2\N=C(Nc3ccccn3)c3ccccc32)nc1 | 95 | 101 | 0 | 99 | 98 | 90 | 86 | -2 |
| O=C(OCCOCCN=C1NS(=O)(=O)c2ccccc21)c1ccncc1 | 101 | 101 | 5 | 98 | 109 | 98 | 100 | 15 |
| CC(=O)O[C@H]1CC(C)(C)C(=C=C/C(C)=C/C=C/C(C)=C/C=C/C=C(C)/C=C/C=C(\C)C(=O)C[C@@]23O[C@]2(C)C[C@@H](O)CC3(C)C)[C@](C)(O)C1 | 88 | 92 | 6 | 89 | 119 | 81 | 88 | -10 |
| COc1cc(C2C(C(C)=O)=C(O)C(=O)N2CCN(C)C)ccc1O (stereo unspecified) | 93 | 97 | 1 | 96 | 94 | . | 90 | -1 |
| O=C(O)c1ccc2c(c1)SC1=NS(=O)(=O)CCN12 | 98 | 103 | 15 | 101 | 87 | 98 | 102 | 7 |
| CCCCCCOc1ccc(N2C(=O)CC(N3CCN(C(=O)c4ccco4)CC3)C2=O)cc1 (stereo unspecified) | 98 | 109 | 1 | 102 | 100 | 102 | 100 | 13 |
| O=C(O)COCC(=O)N1CCN(C2c3ccccc3-c3ccccc32)CC1 | 92 | 100 | 0 | 93 | 117 | 109 | 102 | -3 |
| O=C(NC1CCCCC1)c1cc(F)cc2c1OCOC2 | 92 | 102 | 0 | 101 | 113 | 101 | 98 | 11 |
| O=C(Nc1ccccc1)c1ccc(N2CCN(c3ccccc3)CC2)c(S(=O)(=O)N2CCOCC2)c1 | 103 | 99 | 0 | 95 | 104 | 108 | 102 | 20 |
| COC(=O)CN1C(=O)N/C(=C/c2ccccc2OC)C1=O | 94 | 95 | 3 | 84 | 102 | 99 | 93 | 5 |
| CCOC(=O)/C(C#N)=C/c1c[nH]c2ccccc12 | 96 | 110 | 0 | 114 | 123 | 108 | 96 | 13 |
| CC1CCc2nc3ccccc3c(C(=O)OCC(=O)N(C)C3CCS(=O)(=O)C3)c2C1 (stereo unspecified) | 108 | 109 | 2 | 93 | 107 | 110 | 104 | 10 |
| Cc1cc(-c2nnc(SCC(=O)Nc3ccccc3Cl)n2C)no1 | 95 | 107 | 0 | 97 | 115 | 104 | 96 | 2 |
| COCCCNC(=O)Nc1ccc2c(c1)N(C)C(=O)CS2 | 94 | 96 | 3 | 96 | 103 | 103 | 96 | 14 |
| CCN(CCNC(=O)C1CCCN(c2ncnc3c2nc2n3CCCCC2)C1)Cc1ccccc1 (stereo unspecified) | 111 | 109 | 0 | 94 | 103 | 106 | 104 | -5 |
| COc1ccc(NC(=O)CS(=O)c2ccc(Cl)c(Cl)c2)cc1 (stereo unspecified) | 138[may fluoresce green] | 117[may fluoresce green] | 0 | 94 | 106[may fluoresce green] | 110[may fluoresce green] | 96[may fluoresce green] | -2 |
| CCCCN=C1CC(C)(C)CC(=O)/C1=C(/O)CCC | 104 | 100 | 0 | 107 | 122 | 117 | 98 | 4 |
| Cc1cc(C)cc(-n2nnnc2-c2cn(C)nc2C(F)(F)F)c1 | 112 | 115 | 1 | 108 | 106 | 101 | 101 | -14 |
| COc1ccccc1C(=O)NCCCn1cc(Br)c(C)n1 | 90 | 97 | 0 | 80 | 98 | 97 | 95 | 9 |
| O=C(O)C(Cc1ccccc1)N1C(=O)C2CCCCC2C1=O (stereo unspecified) | 100 | 97 | 3 | 102 | 102 | 101 | 101 | 7 |

Compound activity (PubChem BioAssay)
